# Screens from PubChem.
# NPYLR7 ag: mosquito NPYLR7 agonism. HEK293T NPYLR7/Galpha15, GCaMP6s calcium fluorescence. activation, % at 10 µM. 270,000 compounds, 0.15% hits; in the data active = activation above about 40%;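 note: 0% = vehicle and 100% = reference agonist at the receptor; some compounds past the cut are filed as inactive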
# hcGAS lum: blocks human cGAS activity | Q8N884 | recombinant h-cGAS, ATP depletion, Kinase-Glo luminescence | inhibition, % at 12.5 µM | 290,000 compounds, 0.081% hits | AID 1259398;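 note: 0% = vehicle reaction and 100% = reaction without DNA for no activity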
# Target sequence (Q8N884 whole entry, looked up): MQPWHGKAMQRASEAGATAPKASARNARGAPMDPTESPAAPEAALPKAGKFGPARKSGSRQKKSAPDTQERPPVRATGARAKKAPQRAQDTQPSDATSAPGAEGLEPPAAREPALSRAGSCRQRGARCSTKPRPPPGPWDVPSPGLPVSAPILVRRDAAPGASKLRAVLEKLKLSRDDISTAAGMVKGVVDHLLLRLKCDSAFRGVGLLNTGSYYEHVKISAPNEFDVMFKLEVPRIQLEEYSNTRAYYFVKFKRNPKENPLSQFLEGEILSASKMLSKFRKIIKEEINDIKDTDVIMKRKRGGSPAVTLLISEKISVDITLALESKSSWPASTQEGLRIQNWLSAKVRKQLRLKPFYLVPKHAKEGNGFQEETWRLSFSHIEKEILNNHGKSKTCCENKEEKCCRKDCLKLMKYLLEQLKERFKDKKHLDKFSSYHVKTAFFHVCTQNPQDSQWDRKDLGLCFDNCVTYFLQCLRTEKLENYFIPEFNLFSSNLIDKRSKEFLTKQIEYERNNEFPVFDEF
# mcGAS lum: mouse cGAS inhibition by luminescence; Q8C6L5; recombinant cGAS, Kinase-Glo ATP depletion luminescence; inhibition, % at 12.5 µM; 160,000 compounds, 0.15% hits;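 note: 0% = negative control wells and 100% = reference inhibitor with no enzyme activity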
# The depositor's hits bear a star; . = not tested or not shown. Cut-off read from the data, not from the text of the source, unless noted: active = inhibition above about 40%; inactive = the rest.
item	compound	NPYLR7 ag	hcGAS lum	mcGAS lum
1	Cc1[nH]n(-c2cccc(C(F)(F)F)c2)c(=O)c1N=Nc1cccc(C(F)(F)F)c1	-5	-6	-8
2	O=c1c2cnc3nc(-c4ccccc4)nn3c2ccn1-n1cnnc1	2	-6	.
3	COc1ccc(C(=O)Nc2c(N)nc(SCC(=O)c3ccccc3)[nH]c2=O)cc1	-5	5	0
4	CCCc1nc(CNC(=O)C2CCCN(Cc3ccco3)C2)cs1 (stereo not given)	-9	-6	.
5	Cc1cc(C(=O)N2CCOCC2)n2nc(C(C)(C)C)cc2n1	14	-4	-5
6	COc1cccc(CN2CCN(Cc3cn[nH]c3-c3cccc(F)c3)CC2CCO)c1 (stereo not given)	3	-2	.
7	COCc1cc(CNC(=O)c2cn(Cc3ccccc3F)nn2)[nH]n1	8	-5	.
8	CCCCNC(=O)C1(C)CCN1C(=O)c1cccc(OC(F)(F)F)c1 (stereo not given)	1	-9	-6
9	Cc1ccc2nc(SCC(=O)Nc3ccc(F)cc3F)nc(=O)n2c1	3	-10	-9
10	CCS(=O)(=O)CC(C(C)(C)C)S(=O)(=O)CC (stereo not given)	5	-11	.
11	CCOC(=O)Cn1c(=O)c2c(nc3n2CCCN3c2ccccc2)n(C)c1=O	7	-9	-9
12	CCOc1ccc(NC(=O)C(C)Sc2nc(N)cc(N)c2C#N)cc1 (stereo not given)	-3	8	.
13	CCOC(=O)c1ccc(N2CCN(C(=O)c3cc(C)cc(Br)c3O)CC2)nc1	-5	-15	.
14	CCOC(=O)C1=C(O)/C(=C\c2ccncc2)SC1=Nc1ccccc1OC	5	-3	-5
15	COc1ccc(-c2c3c(=O)n(Cc4ccco4)ccc3nc3nc(C)nn23)cc1	0	-5	-8
16	CC(C#N)Sc1nnc(-c2ccc(C(C)(C)C)cc2)o1 (stereo not given)	0	-10	.
17	Cn1ccnc1SCc1cc(=O)c(OC(=O)c2cc(C(F)(F)F)cc(C(F)(F)F)c2)co1	-3	-4	-7
18	Cc1ccc(NC(=O)c2c(NC(=O)c3ccc(F)cc3)sc3c2CCCC3)cc1C	-4	-5	-7
19	Cc1ccc(C(O)=C2C(=O)C(=O)N(CCN3CCOCC3)C2c2ccc([N+](=O)[O-])cc2)cc1 (stereo not given)	-1	3	-3
20	COCc1nc(C)nc(N2CCN(C(=O)CC(C)CC(C)(C)C)CC2)c1Cc1ccc(OC)cc1 (stereo not given)	-1	-8	-9
21	COc1ccccc1-c1cc(C(=O)N2CCC(Cc3ccccc3)CC2)n2nc(-c3ccc(Cl)cc3)cc2n1	16	-7	-10
22	NC1CCCc2ccccc21 (stereo not given)	-2	-7	-10
23	Cc1c(Cl)cccc1N=Nc1c(-c2ccccc2)[nH]n(-c2ccccc2)c1=O	-4	-15	.
24	CNC(=O)c1c(NC(=O)c2nc3ccccc3s2)sc2c1CCC2	-3	-7	-7
25	Fc1cccc(-c2nccc3n[nH]c(C4CC4)c23)c1	5	-1	-2
26	CCc1ccc2oc(-c3cccc(NC(=O)c4cc(OC)c(OC)c(OC)c4)c3)nc2c1	-2	2	2
27	CCCc1[nH]n(-c2cccc(Cl)c2)c(=O)c1/C=C1\NC(=O)N(Cc2ccc([N+](=O)[O-])cc2)C1=O	-11	3	0
28	COc1ccccc1-c1cnc2c(Nc3cccc(OC(F)(F)C(F)F)c3)nccn12	-3	-6	-2
29	CCn1nc(CC(C)C)cc1C(=O)N1CCCC(Nc2ccc(F)cc2)C1 (stereo not given)	-5	-1	-4
30	c1cc2nnnn2nc1NCC1(N2CCCCC2)CCCCC1	8	-10	-7
31	Cc1cnn(CC(=O)NCC2(N3CCOCC3)CCOC2)c1 (stereo not given)	.	-12	-7
32	COc1ccccc1CCN1CCCC(CN(C)C(=O)NCc2ccccc2)C1 (stereo not given)	1	-9	.
33	CC(C)(C)n1ncc2c(=O)n(NC(=O)c3cccs3)cnc21	0	-10	.
34	C=CCN(Cc1ccccc1Cl)C(=O)c1ccc(C#CC(C)(C)O)cc1	16	-2	-12
35	Cc1cccc(CNC(=O)N2CCSC23C(=O)N(Cc2c(F)cccc2F)c2ccccc23)c1 (stereo not given)	3	2	-2
36	Cc1nc2sccn2c1C(=O)c1sc2cc(Cl)ccc2c1Cl	0	-1	.
37	Cc1cccc(CN2CCN(C(=O)C3CCC(=O)N(CCCc4ccccc4)C3)CC2=O)c1 (stereo not given)	.	-14	-9
38	O=C(NC12CC3CC(CC(C3)C1)C2)C1[C@H]2CN(Cc3ccoc3)C[C@@H]12 (stereo not given in full)	.	-3	0
39	O=C(Nc1ccc(-c2ccccc2)cn1)C1CC(=O)N(CC2CC2)C1 (stereo not given)	6	-4	.
40	CNc1nc2cnc(Nc3ccc(OC)c(OC)c3)cc2n1-c1ccccc1	6	-6	-6
41	Cc1nc2c(SCC(=O)NC(C)(C)C)nnc(-c3ccccc3)c2s1	-1	-6	-7
42	CCc1sc(C(=O)Nc2ccc(C(=O)NC)c(Cl)c2)cc1C	-3	-9	.
43	O=C(Nc1ccnn1C1CCN(Cc2ccon2)CC1)c1ccc2c(c1)OCO2	5	-2	.
44	Cc1nc(CN2C(=O)CSC2=CC(=O)C(C)(C)C)oc1C	12	-10	-16
45	COc1cccc(N=Nc2c(C)[nH]n(-c3ccccc3)c2=O)c1	5	-11	-5
46	Cc1c(C(=O)NCCO)nnn1-c1ccc2noc(-c3ccc(Br)cc3)c2c1	4	-5	-5
47	CCCc1nc(C)c(C(=O)NC(C)(C)c2ccccc2)s1	0	-6	.
48	O=C(NCc1ccccc1)C1CC(=O)N(c2ccc3c(c2)OCCO3)C1 (stereo not given)	3	-6	1
49	CCCn1c(C(C)NC(=O)CC)nc2ccccc21 (stereo not given)	-5	-6	.
50	O=C(NCCCn1nc(-c2ccccc2)ccc1=O)NC1CCCCC1	-1	0	.

# Next section; the last 4 above are carried over.
item	compound	NPYLR7 ag	hcGAS lum	mcGAS lum
47	CCCc1nc(C)c(C(=O)NC(C)(C)c2ccccc2)s1	0	-6	.
48	O=C(NCc1ccccc1)C1CC(=O)N(c2ccc3c(c2)OCCO3)C1 (stereo not given)	3	-6	1
49	CCCn1c(C(C)NC(=O)CC)nc2ccccc21 (stereo not given)	-5	-6	.
50	O=C(NCCCn1nc(-c2ccccc2)ccc1=O)NC1CCCCC1	-1	0	.
51	CCc1nc2ccc(C(=O)NCCC(C)C)cn2c1N(CC)Cc1ccc(OC)c(OC)c1	6	-2	-2
52	COc1cc(=O)n(-c2ccccc2C)nc1C(=O)NC1CCCCCC1	7	-9	.
53	COc1ccc(-c2nn(-c3ccccc3)cc2CN2CCCC2c2nccs2)c(F)c1 (stereo not given)	1	-7	-11
54	O=C(Nc1cccnc1N1CCN(C(=O)c2cccnc2Cl)CC1)c1ccc2c(c1)OCO2	-6	2	1
55	CN(CC(C)(C)CNC(=O)C1CCCC1)C(=O)C1CCCC1	-2	-6	.
56	CC(C)OC(=O)CC(NC(=O)c1cccc(S(=O)(=O)NCC2CC2)c1)c1ccccc1 (stereo not given)	-1	-2	.
57	CCC(C)N(CC(=O)Nc1sccc1C#N)CC(=O)Nc1sccc1C#N (stereo not given)	4	-5	.
58	COc1ncc(C)cc1NC(=O)N(CCN(C)C)Cc1ccco1	0	-3	.
59	CCOC(=O)c1cn[nH]c1S(=O)(=O)Nc1cc(C)ccc1OC	3	-2	0
60	CCc1[nH]c2ccc(CNC(=O)CCc3nncn3C)cc2c1C	7	-9	-13
61	O=C(NCc1ccccc1-n1ccnc1)c1ccc(Cl)cn1	8	-5	.
62	CN(C)C(=O)CNc1cccc(CS(=O)c2ccccc2)c1 (stereo not given)	-11	0	.
63	CN(Cc1cccs1)C(=O)CN1CCC(=O)Nc2cc(F)ccc21	-4	6	.
64	O=C(NCCc1nnc2ccc(NCCc3ccccc3)nn12)c1ccccc1	3	-4	-8
65	O=c1c2cnc(N3CCOCC3)nc2ccn1C1CCCC1	3	-2	.
66	COc1ccc(OC)c(NC(=O)N2CCOC(CCN(C)C)C2)c1 (stereo not given)	20	-4	.
67	Cc1nc2c(c(=O)[nH]1)CCN(C(=O)Cn1cc(C(F)(F)F)ccc1=O)C2	9	0	1
68	Cc1ccnc(N2CCOc3c(O)cc(-c4ccccc4C)cc3C2)n1	2	-5	-10
69	CCOCC(=O)N(C1CC1)C(C)c1ccc2c(c1)OCCCO2 (stereo not given)	5	-12	.
70	Cc1ccc(S(=O)(=O)c2c(C)nn(C(C)(C)C)c2OC(=O)c2ccccc2)cc1	10	-14	-10
71	Cc1ccc2c(c1)NC(=O)C2CC(=O)N(C)Cc1ccsc1 (stereo not given)	0	-8	.
72	COc1ccccc1C(=O)N1CCCC(C(=O)NC2CCCC[C@H]2N(Cc2ccc(Cl)cc2)C(=O)c2ccccc2)C1 (stereo not given in full)	21	-9	-6
73	Cc1ccc2[nH]nc(C(=O)NCCSc3n[nH]c(C)n3)c2c1	-3	0	.
74	CNC(=O)c1c(-c2ccccc2)n(C)c2ccccc12	1	-4	.
75	CCNC(=O)C1(C)CCCN(Cc2csc(-c3ccccc3)n2)C1 (stereo not given)	5	-7	-4
76	COc1ccc(Cc2nc3ccc(C(=O)NCC4CCOCC4)cc3o2)cc1OC	7	-5	.
77	COCCNC(=O)[C@@]1(OCc2ccccc2F)CC(OCc2cccc(OC(F)(F)F)c2)[C@H](O)[C@H](O)C1 (stereo not given in full)	3	5	0
78	CC(CNC(=O)c1cccs1)N(C)c1ccccc1 (stereo not given)	.	-4	-11
79	O=C(NCc1ccccc1S(=O)(=O)N1CCCCC1)c1ccccc1Br	12	-8	-7
80	O=C(c1n[nH]c2ccccc12)N1CCOC(COCc2ccccc2F)C1 (stereo not given)	11	-5	-6
81	CCN(CC)C(=O)Cn1cc(SCC(=O)NC2CCCCC2)c2ccccc21	-3	0	-3
82	Clc1nc2sccn2c1CN1CCCC2(CCNCC2)CC1	6	-4	-14
83	O=C(c1cn(-c2ccccc2)nn1)N1CCN(CCc2ccccn2)CC1	1	-5	-9
84	N#Cc1ccc(O)c(NC(=O)c2ccncc2F)c1	-1	-6	.
85	CNc1ccc(Cl)cc1C(=O)N1CCN2CCNC(=O)C2C1 (stereo not given)	5	-2	.
86	Cc1ccccc1C(=O)Oc1cccc2cccnc12	4	1	-2
87	CCC(NC(=O)c1ccccc1-n1cncn1)c1ccnn1C (stereo not given)	9	-6	.
88	CCN1CCN(c2ncnc(Oc3ccc(F)cc3F)c2N)CC1	25	-9	.
89	Cc1sc(NC(=O)Nc2cccc(F)c2)c(C#N)c1C	5	4	.
90	CCOCCCn1c(SCc2cc(F)ccc2C)nc2cc(S(=O)(=O)N3CCOCC3)ccc21	29	-4	-3
91	N#Cc1c(N)n(-c2cccc(S(N)(=O)=O)c2)c2nc3ccccc3nc12	4	-3	.
92	O=C1CCC(C(=O)N(Cc2cccs2)C2(C(=O)NC3CCCCC3)CCCCC2)N1 (stereo not given)	0	3	.
93	Cc1cccc(NC(=O)c2cn(CC3CCCO3)cc3c(=O)n(-c4ccccc4)nc2-3)n1 (stereo not given)	3	-7	-10
94	CCC(C(=O)N(CC(=O)N1CCc2sccc2C1c1ccccc1C)C1CCCCC1)c1ccccc1 (stereo not given)	25	-3	-6
95	COc1cc(NC(=O)N2CCC3(CC2)SCCN3C(=O)COc2ccccc2)cc(OC)c1	4	-6	-5
96	CCc1nc2c(OCc3cccc(OC)c3)cccn2c1N(C)C(=O)c1cccs1	10	-4	-3
97	CCOc1ccccc1NS(=O)(=O)NCc1ccccc1	17	-9	.
98	O=C(CCC1CCCN(C(=O)CCc2ccc(F)c(F)c2)C1)NC1CC1 (stereo not given)	2	-9	.
99	Cc1ccc(Cc2nsc(N3CCC(CNC(=O)NC45CC6CC(CC(C6)C4)C5)CC3)n2)cc1	20	-3	-6
100	CN(Cc1ccc(Cl)cc1)c1ccc2c(C3CC3)noc2n1	4	-7	-8

# Full records, looked up by structure. Screens in order: NPYLR7 ag | hcGAS lum | mcGAS lum
# `CN(Cc1ccc(Cl)cc1)c1ccc2c(C3CC3)noc2n1` across the screens: 4 | -7 | -8
# `O=C(NCc1ccccc1S(=O)(=O)N1CCCCC1)c1ccccc1Br` across the screens: 12 | -8 | -7
# `CCOc1ccccc1NS(=O)(=O)NCc1ccccc1` across the screens: 17 | -9 | .
# `CCC(NC(=O)c1ccccc1-n1cncn1)c1ccnn1C` (stereo not given) across the screens: 9 | -6 | .
# `Cc1ccc(Cc2nsc(N3CCC(CNC(=O)NC45CC6CC(CC(C6)C4)C5)CC3)n2)cc1` across the screens: 20 | -3 | -6

# Other records.
item	compound	NPYLR7 ag	hcGAS lum	mcGAS lum
101	CCc1cc(Br)ccc1S(=O)(=O)N1CCC(c2c[nH]c3ccc(OC)cc23)CC1	35	-9	-9
102	Cc1nn(S(=O)(=O)c2ccc(OC(C)C)cc2)c(C)c1S(=O)(=O)N1CCCC1	-1	-7	.
103	COc1ccc(CCN(C)S(=O)(=O)c2ccc(OC)c(N3CCN(C(=O)C(F)(F)C(F)F)CC3)c2)cc1OC	1	5	0
104	COc1ccccc1-c1cccc(C(=O)NCCn2ccnn2)c1	5	-2	.
105	CCCCCCn1c(=O)c2c(nc3n2CCCN3c2cc(C)cc(C)c2)n(C)c1=O	2	-8	-6
106	CN(Cc1ccc(Br)o1)S(=O)(=O)N1CCOCC1	0	-5	-15
107	C[C@@H](NC(=O)/C(C#N)=C/c1ccc(O)c(O)c1)c1ccccc1	5	5	-1
108	COc1cc(CNc2nccnc2-c2ccc(F)c(Cl)c2)cc(OC)c1OC	-8	-2	-2
109	N/C(=N/OCc1ccc(F)cc1)c1nonc1N	1	-10	-8
110	CCn1nc(C(=O)N(CC2CCCO2)c2nc3cc(OC)ccc3s2)cc1C (stereo not given)	-3	1	.
